Screening data deposited in PubChem BioAssay by several laboratories.
BAP1 inh: inhibitors of human BAP1 deubiquitinase. recombinant BAP1, Ub-AMC hydrolysis fluorescence kinetic; hits give low values. activity remaining (% of control), % at 20 µM. 72,000 compounds, 0.48% hits;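 active = activity remaining at or below 50% of control, provided the compound also passes the data quality filters; inactive = the rest, including low values that fail the filters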;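 note: 100% = DMSO wells rate and 0% = substrate alone blank rate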
Target sequence (Q92560 whole entry, looked up): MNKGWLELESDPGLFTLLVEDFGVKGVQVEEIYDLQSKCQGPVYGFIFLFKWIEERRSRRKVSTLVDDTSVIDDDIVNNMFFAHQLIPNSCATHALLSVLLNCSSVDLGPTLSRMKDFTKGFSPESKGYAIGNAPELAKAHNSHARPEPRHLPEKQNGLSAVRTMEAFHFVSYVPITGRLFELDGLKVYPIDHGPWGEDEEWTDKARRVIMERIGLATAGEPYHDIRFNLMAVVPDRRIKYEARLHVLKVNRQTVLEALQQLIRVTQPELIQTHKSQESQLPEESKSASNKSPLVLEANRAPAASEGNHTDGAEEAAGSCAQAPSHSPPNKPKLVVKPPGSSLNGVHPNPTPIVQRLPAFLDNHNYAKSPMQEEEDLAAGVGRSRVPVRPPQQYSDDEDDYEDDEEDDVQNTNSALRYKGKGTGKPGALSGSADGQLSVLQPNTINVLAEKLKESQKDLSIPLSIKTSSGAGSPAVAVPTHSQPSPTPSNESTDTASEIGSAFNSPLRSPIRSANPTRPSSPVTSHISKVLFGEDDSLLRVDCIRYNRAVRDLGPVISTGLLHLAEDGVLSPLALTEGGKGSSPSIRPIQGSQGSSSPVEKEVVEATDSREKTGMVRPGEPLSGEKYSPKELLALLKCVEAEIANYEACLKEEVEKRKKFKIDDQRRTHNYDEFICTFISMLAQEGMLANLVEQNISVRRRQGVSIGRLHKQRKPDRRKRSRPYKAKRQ
HePTP inh: inhibitors of human HePTP phosphatase. P35236. recombinant HePTP phosphatase activity, OD absorbance. inhibition, % at 20 µM. 110,000 compounds, 0.64% hits; in the data active = inhibition above about 50%;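 note: plate controls were vehicle for no effect and reference inhibitor for full effect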
Target sequence (P35236 whole entry, looked up): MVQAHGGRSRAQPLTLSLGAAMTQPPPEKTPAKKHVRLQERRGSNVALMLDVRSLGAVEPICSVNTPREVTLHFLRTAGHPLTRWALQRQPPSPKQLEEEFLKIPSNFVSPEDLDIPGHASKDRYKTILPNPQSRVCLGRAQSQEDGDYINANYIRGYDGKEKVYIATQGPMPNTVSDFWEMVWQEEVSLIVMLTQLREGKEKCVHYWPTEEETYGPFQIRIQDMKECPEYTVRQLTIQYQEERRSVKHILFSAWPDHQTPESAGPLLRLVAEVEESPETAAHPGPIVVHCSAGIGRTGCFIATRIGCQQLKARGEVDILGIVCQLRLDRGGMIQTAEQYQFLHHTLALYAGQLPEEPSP
An asterisk follows results filed as active; / = not tested or not shown; & = joins results of further samples.

SMILES | BAP1 inh | HePTP inh
CCOC(=O)CSCCOc1ccc(C=C2C(=O)NC(=S)NC2=O)cc1OC | / | 7
O=C(N/N=C\c1ccccc1C(F)(F)F)c1n[nH]c2c1CCCC2 | / | -1
N/C(=N/OCC(=O)Nc1ccc(F)cc1)c1nonc1N | / | 0
CCOC(=O)N1CCN(C(=O)c2oc3ccc(S(=O)(=O)N4CCOCC4)cc3c2C)CC1 | / | 2
Cc1cc(NC(=O)CSc2nnc(-c3cccnc3)n2C)no1 | 104 | 1
CC1(C)Cc2c(sc3[nH]c(=S)n(CCc4ccccc4)c(=O)c23)CO1 | / | -7
CC(NS(=O)(=O)c1ccc(Br)cc1)C1C2CC3CC(C2)CC1C3 (stereo not drawn) | / | -5
CCc1nnc(NC(=O)CSc2nc3c(cc2C#N)CCC3)s1 | / | -9
CCN(CC)S(=O)(=O)c1cc(C(=O)O)ccc1Cl | 110 | -4
O=C(Cc1ccc(Cl)cc1)N/N=C/Cc1ccccc1 | / | 6
Cc1ccc(Cn2nnnc2CN2CCC(O)(c3ccc(F)cc3)CC2)cc1 | 104 | 5
CCC1(CO)COC(c2ccco2)OC1 (stereo not drawn) | / | 5
COc1ccc([N+](=O)[O-])cc1N=Cc1cccc([N+](=O)[O-])c1 | 106 | /
CCOc1ccc(-c2cc(C(=O)NN)c3ccccc3n2)cc1 | / | -5
Nn1c(COc2ccccc2)nnc1SCc1cc(=O)[nH]c2ccccc12 | 100 | -6
CN1CCN(c2nc3c(c(=O)n(C)c(=O)n3C)n2CC(=O)C23CC4CC(CC(C4)C2)C3)CC1 | 97 | 6
CC(NC(=O)c1cc2nc(-c3ccco3)cc(C(F)(F)F)n2n1)C1CC2CCC1C2 (stereo not drawn) | / | -7
COc1ccccc1N1CCN(C(=O)c2cc([N+](=O)[O-])ccc2Cl)CC1 | / | -2
N=c1n(CCN2CCOCC2)c2ccccc2n1CC(=O)c1ccco1 | 65 | /
O=[N+]([O-])c1cccc(/C=N/N2CCN(c3ccccn3)CC2)c1 | / | 8
COc1cccc(/C=N/NC(=O)c2ccc(=O)n(C)c2)c1OC | / | -12
Cc1[nH]n(-c2ccccc2)c(=O)c1/C=N/Nc1ccccn1 | / | -5
CCOC(=O)c1csc(NC(=O)CSc2nnnn2CC)n1 | 101 | 6
CCCOc1ccc(C(=O)Nc2cccc(C(=O)Nc3nccs3)c2)cc1 | / | -11

Of the compounds above, these have a nitro group on carbon:
SMILES | BAP1 inh | HePTP inh
COc1ccc([N+](=O)[O-])cc1N=Cc1cccc([N+](=O)[O-])c1 | 106 | /
COc1ccccc1N1CCN(C(=O)c2cc([N+](=O)[O-])ccc2Cl)CC1 | / | -2
O=[N+]([O-])c1cccc(/C=N/N2CCN(c3ccccn3)CC2)c1 | / | 8

Following part
SMILES | BAP1 inh | HePTP inh
CC1=[N+]([O-])C(C)(C)C(C)N(O)C1=O (stereo not drawn) | 95 | 7
CCC1(C(=O)OC)NC(c2ccco2)C2C(=O)N(c3ccccc3)C(=O)C21 (stereo not drawn) | 67 | 1
COc1cc(-c2csc(C)n2)ccc1O | 71 | -5
O=C(Nc1ccccc1)O/N=C/c1c(F)cccc1Cl | / | 6
COc1ccc(C)cc1NC(=O)C1CCCN(S(=O)(=O)c2cccc3nonc23)C1 (stereo not drawn) | 76 | 2
O=C(/C=C/c1ccccc1Cl)NCCN1CCOCC1 | / | 2
CCCC(c1nnnn1Cc1cccs1)N1CCN(c2nc3ccccc3s2)CC1 (stereo not drawn) | 65 | -1
CC(=O)c1cccc(NC(=O)/C(=C\c2cccs2)NC(=O)c2cccs2)c1 | / | 0
C=CCCCC(=O)Nc1ccccc1C | / | 5
Cc1ccc(-c2csc(/C(C#N)=C/c3sccc3C)n2)c(C)c1 | / | 4
CCc1ccc(/C=N/n2cnnc2)cc1 | / | -11
COc1cc(NC(=O)CN2CC(c3ccccc3)CC2=O)cc(OC)c1 (stereo not drawn) | 92 | -5
CCn1c(=O)cc(N2CCCCC2)[nH]c1=O | 98 | 0
Cc1ccc(C)c2[nH]c(=O)c(C(c3nnnn3CCc3ccccc3)N3CCOCC3)cc12 (stereo not drawn) | 54 | 5
COc1ccc(-n2c(Cc3cccn3C)nnc2SCC(=O)Nc2ccccc2OC)cc1 | 80 | 10
COc1ccc(CCN=C(Nc2ccccc2)SC2CC(=O)N(c3ccc(F)cc3)C2=O)cc1 (stereo not drawn) | / | 8
COc1ccccc1NC1=C(Cl)C(=O)N(c2ccc(C)cc2C)C1=O | / | 9
O=C(c1cnn(-c2ccccc2)c1-n1cccc1)N1CCN(C2CCCCC2)CC1 | 96 | 4
CC(=O)Nc1ccc(S(=O)(=O)N2CCC(NC(C)=O)(c3cccc(F)c3)CC2)cc1 | 106 | 6
CC(Oc1ccc(Cl)cc1)C(=O)Nc1ncccn1 (stereo not drawn) | 103 | -5
CC1(C(=O)Nc2ccccc2Cl)CC2c3ccccc3C1c1ccccc12 (stereo not drawn) | 84 | -8
CCOC(=O)c1cccc(P(=O)(C(C)C)C(C)C)c1 | / | 4
FC(F)(F)c1nnc2ccc(N3CCOCC3)nn12 | 75 | 9&-9
COc1ccc(C2=NN(C(C)=O)C(c3ccccc3OC)C2)cc1 (stereo not drawn) | / | -12
O=C(CSc1nc2sc3c(c2c(=O)[nH]1)CCCC3)NCCCn1ccnc1 | / | 0
O=C(NCC1CCCO1)c1ccc2c(c1)OCO2 (stereo not drawn) | 99 | 3
CCC1CCCCN1C(=O)Cn1c(C(=O)OC)cc2ccsc21 (stereo not drawn) | 109 | 10
O=C(Nc1ccc(Cl)cc1)/C(=C\c1cccnc1)NC(=O)c1ccccc1 | / | 5
O=C(NC1CC2CCCC(C1)N2C(=O)NC1CCCCC1)c1ccccc1 (stereo not drawn) | 104 | 5
CC1(C)CC(=O)C2=C(C1)N(Cc1ccco1)C(=O)C2(O)C(F)(F)F (stereo not drawn) | 79 | 4
C=CCNc1nnc(SC2CC(=O)N(c3ccc(OC)cc3)C2=O)s1 (stereo not drawn) | 115 | -7
COc1ccc(CNC(=O)c2cccc([N+](=O)[O-])c2)cc1 | / | 2
Cc1ccc(-c2nc3ncccc3o2)cc1NC(=O)Cc1ccc(Cl)cc1 | 101 | 1
O=C(CN(c1ccc(Br)cc1)S(=O)(=O)c1ccccc1)NCC1CCCO1 (stereo not drawn) | / | -2
Cc1ccc(NC2=CC(=O)C=CC2=O)c(C)c1 | / | 7
COc1ccc(/C=C/C(=O)c2c(O)c(OC)c3occc3c2OC)cc1 | / | 5
CCOC1(NC(=O)c2ccccc2)C(C)=CC(=O)C=C1C | 89 | 1
CC1C(C(=O)N(C=O)c2cccc(Cl)c2)C2C=CC1C21CC1 (stereo not drawn) | / | -8
CCCCOc1cccc(C(=O)O)c1 | 103 | 2
CC(C(=O)c1ccccc1)n1cnc2ccccc2c1=O (stereo not drawn) | 132 | 9
CCC(=O)Nc1nc(CC(=O)Nc2ccccc2)cs1 | 94 | 4
COc1cccc(NC(=O)CSc2nnc(-c3cc(-c4ccccn4)nc4ccccc34)o2)c1 | 72 | 4
Cc1cc(C)cc(N2C(=O)NC(=O)/C(=C\c3ccc(N(C)C)cc3)C2=O)c1 | / | 5
CCNS(=O)(=O)c1cc(S(C)(=O)=O)ccc1Cl | 199 | -7
CCN(CC)C1CC(=O)N(c2cccc(C)c2)C1=O (stereo not drawn) | 112 | 9
Cc1ccc(-c2cc(-c3ccccc3O)nc(N/N=C/c3cccnc3)n2)cc1 | / | -11
Cc1ccc(-c2nc3cc(Cl)cc(Cl)c3o2)cc1N | / | -1
O=C(c1ccc([N+](=O)[O-])cc1)N1CCN(Cc2ccccc2Cl)CC1 | / | 0

Whole records, looked up by structure. Values in the order: BAP1 inh | HePTP inh
Results for CCn1c(=O)cc(N2CCCCC2)[nH]c1=O : 98 | 0
Results for CC(NC(=O)c1cc2nc(-c3ccco3)cc(C(F)(F)F)n2n1)C1CC2CCC1C2 (stereo not drawn) : / | -7
Results for CC(NS(=O)(=O)c1ccc(Br)cc1)C1C2CC3CC(C2)CC1C3 (stereo not drawn) : / | -5
Results for COc1cccc(/C=N/NC(=O)c2ccc(=O)n(C)c2)c1OC : / | -12
Results for CCCOc1ccc(C(=O)Nc2cccc(C(=O)Nc3nccs3)c2)cc1 : / | -11

Going on with the list:
SMILES | BAP1 inh | HePTP inh
CS(=O)(=O)Nc1ccc(C(=O)NC2CCCC2)cc1 | 150 | 7
CCCOc1ccc(-c2cnc(SCC(N)=O)nc2N)cc1 | 65 | 11
COc1ccc(CN=Cc2c(O)n(-c3ccccc3Cl)c(=O)[nH]c2=O)cc1 | / | 0
O=C(CCc1ccccc1)OCCN1CCOCC1 | 84 | -9
CCCCCCN=CC1=C(O)CC(C)(C)CC1=O | 125 | 13
CCc1nnc(NC(=O)CSc2nnc(-c3ccccc3NC(=O)c3ccccc3)o2)s1 | 105 | 7
CCOC(=O)c1ccc(COC(=O)c2nonc2N)cc1 | 110 | 3
N#Cc1nc(Cc2ccccc2)oc1N1CCN(c2ccccc2)CC1 | 88 | 6
Cc1occc1-c1nc(-c2ccccn2)no1 | 91 | 6
CC(C)C(=O)Nc1ccc(Cl)c(-c2nc3cc(Cl)ccc3o2)c1 | / | -9
COc1ccc(C(N)=O)cc1NC(=O)C(C)Oc1ccccc1 (stereo not drawn) | / | -8
COc1ccc(CCNC(=O)CSc2nnnn2Cc2ccc3c(c2)OCO3)cc1OC | 96 | 11

3 compounds out of the list above, arranged by the number in BAP1 inh, smallest number first:
SMILES | BAP1 inh | HePTP inh
N#Cc1nc(Cc2ccccc2)oc1N1CCN(c2ccccc2)CC1 | 88 | 6
COc1ccc(CCNC(=O)CSc2nnnn2Cc2ccc3c(c2)OCO3)cc1OC | 96 | 11
CCc1nnc(NC(=O)CSc2nnc(-c3ccccc3NC(=O)c3ccccc3)o2)s1 | 105 | 7

(cont.)
SMILES | BAP1 inh | HePTP inh
CN(C)c1ccc(C2C(C(=O)OC(C)(C)C)C(=O)CC(C)(O)C2C(=O)OC(C)(C)C)cc1 (stereo not drawn) | / | -7
CCOC(=O)CSc1nc(N)cc(=O)[nH]1 | 115 | 8
C[C@H]1O[C@@H](n2cc(F)c(=O)[nH]c2=O)[C@H](O)[C@@H]1O | 95 | /
O=C(NCCO)C(=O)NC1CCCCC1 | / | 4
CCOc1cc(NC(=O)c2ccccn2)c(OCC)cc1NC(=O)CC(C)C | 77 | 2
O=C(O)/C=C/c1cccc(NS(=O)(=O)c2ccccc2)c1 | / | -2
CCCOC(=O)c1cccc(NC(=O)C(C)(C)C)c1 | 117 | 0
Cc1c2n(c3ccccc13)CCNC2c1ccccc1 (stereo not drawn) | / | -9
CN1CCN(c2ccc(Cl)cc2NC(=O)c2nn(-c3ccccc3)c(=O)c3ccccc23)CC1 | 93 | 1
COc1ccc(-c2nc(C#N)c(NCc3ccccc3Cl)o2)cc1 | / | 11
O=C(CSc1nnc(-c2ccco2)o1)NC1CCCCC1 | / | 3
COc1cc(C2CC(=O)Nc3c2ccc2ccccc32)cc(Br)c1OC (stereo not drawn) | / | 5
CCOc1ccc(N(CC(=O)Nc2ccc(F)c(F)c2)S(=O)(=O)c2c(C)noc2C)cc1 | 58 | -10
CCCC1O[C@@H]2C[C@H]3[C@@H]4CCC5=CC(=O)C=C[C@]5(C)[C@H]4[C@@H](O)C[C@]3(C)[C@]2(C(=O)CO)O1 (stereo partly drawn) | 143&100 | 7
O=C(c1ccccc1)N1CCN(C(=O)c2cnn3c2NC(c2ccc(Br)cc2)CC3C(F)(F)F)CC1 (stereo not drawn) | 80 | -10
COc1ccc(CN2C(=O)c3ccccc3C2C(=O)NCc2cccnc2)c(OC)c1 (stereo not drawn) | 131 | -8
CC(C)C(=O)Nc1c2c(nn1-c1ccc(Cl)cc1)CSC2 | 74 | /
CCN(CC)c1ccc(C(=O)n2cnc3ccccc32)cc1 | 63 | 6&-4
COc1ccc(C(OC(=O)c2ccco2)C(=O)NCc2ccco2)cc1 (stereo not drawn) | 116 | 8
Cc1ccc(C(=O)/C=C/c2ccc3c(c2)OCO3)cc1 | / | -1
COc1cccc(-n2c(/C=C/c3cn(C)c4ccccc34)nc3ccccc3c2=O)c1 | / | 5
CC(C)(C(=O)c1ccccc1)/[N+]([O-])=C/c1ccccc1 | / | 4
CCOC(=O)Nc1cc(OC)c(OC)cc1Cc1nccc2cc(OC)c(OC)cc12 | 65 | -6
CNC(=O)CSc1nnc(-c2cc3c(C)nn(-c4ccccc4)c3s2)n1C | 96 | -9
O=C(CC1Nc2ccccc2NC1=O)Nc1ccccc1C(F)(F)F (stereo not drawn) | / | 4
CCC(O)(CCN1CCCCC1)c1ccccc1 (stereo not drawn) | 108 | 13
COC(=O)c1ccc(C(c2c(N)n(Cc3ccccc3)c(=O)n(C)c2=O)N2CCOCC2)cc1 (stereo not drawn) | 90 | /
O=C(O)c1cccc(S(=O)(=O)N(CCO)CCO)c1 | / | 1
CC1=C/C(=N\OC2=C(O/N=C3/C=CC(=O)C(C)=C3)C(=O)c3ccccc3C2=O)C=CC1=O | / | 0
CC(C)(C)NC(=O)COC(=O)Cc1ccc(Cl)cc1 | 97 | 6
CNC(=O)c1ccsc1NC(=O)c1ccccc1 | 94 | 12
O=C(O)c1cccc(NC(=O)c2cccc(N3C(=O)c4ccc(C(=O)Nc5cccc(C(=O)O)c5)cc4C3=O)c2)c1 | / | 10
CCOC(=O)N1CCC(NC(=O)c2cc(S(=O)(=O)N3CCCC3)cn2C)CC1 | 83 | 8
COc1ccc(C)cc1-n1nnnc1SCC(=O)N1CCC(C(=O)Nc2nccs2)CC1 | 108 | 0
O=C(CSc1nc2ccccc2s1)c1ccc2ccccc2c1 | / | 3
O=c1oc2ccc([N+](=O)[O-])cc2c(SCCNc2ccccc2)c1[N+](=O)[O-] | / | -7

Individual results from the list:
In HePTP inh, CC1=C/C(=N\OC2=C(O/N=C3/C=CC(=O)C(C)=C3)C(=O)c3ccccc3C2=O)C=CC1=O is listed with 0
In HePTP inh, COc1ccc(C)cc1-n1nnnc1SCC(=O)N1CCC(C(=O)Nc2nccs2)CC1 is listed with 0
